Hsp70 inhibitors: small molecules displacing fluorescent ligand from Hsp70 – biochemical, fluorescence polarization, primary screen (AID 583) | Hsp70 fluorescence polarization probe displacement, mP; higher % means a stronger effect | displacement, % at 20 µM; hits with a dose series show IC50 in µM | 140,000 tested, 0.06% active; in the data active = displacement above about 50%;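 also: plate controls were vehicle for no effect and reference ligand for full effect; a part of the inactive calls stands beside numbers as strong as those of hits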
Rat MKP-3 inhibitors: inhibition of rat DUSP6 enzyme activity – biochemical, in vitro, primary screen (AID 425); recombinant MKP-3 phosphatase activity, fluorescence; higher % means a stronger effect; inhibition, % at 20 µM; hits with a dose series show IC50 in µM; 110,000 tested, 0.17% active; in the data active = inhibition above about 50%;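 also: plate controls were vehicle for no effect and reference inhibitor for full effect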
An asterisk follows results filed as active; nt = not tested or not shown; & = joins results of further samples.

SMILES	Hsp70 inhibitors	Rat MKP-3 inhibitors
CC(C)(C)c1ccc(C(=O)N2CCCCCC2=O)cc1	-0.5%	nt
Cn1cnnc1SCC(=O)Nc1ccc2nc(SCc3ccccc3F)sc2c1	0.7%	nt
CCOC(=O)N1CCN(C(=O)CN(c2cccc(C(F)(F)F)c2)S(C)(=O)=O)CC1	3.2%	-6%
C/C(=N\NS(=O)(=O)c1ccc(C)cc1)C(C)(C)CC(=O)O	5.9%	0%
OCCCNC(Nc1ccc(Cl)cc1)=C(c1ccccc1)c1ccccc1	1.7%	0%
COc1ccc(NC(=O)C(=O)NCC2CCCO2)cc1Cl (stereo not drawn)	-0.7%	1%
Cc1cc(C)n(-c2nc3c(c(=O)[nH]c(=O)n3C)n2Cc2cccc(Br)c2)n1	5.4%	-18%
CN(C)c1ccc(-c2nc3cc(NC(=O)c4cc5ccccc5o4)ccc3o2)cc1	2.2%	-4%
Cc1cc(OCCCn2ccnc2)cc(C)c1Cl	5.0%&-0.8%	-8%&0%
COc1cc(C(=O)Nc2cccc(-c3cc4ccccc4oc3=O)c2)cc(OC)c1OC	-0.9%	2%
Cn1ccnc1SCC(=O)Nc1ccc2ccccc2c1	9.8%	-1%
CCOC(=O)C1=C(O)/C(=C\c2ccccc2[N+](=O)[O-])N=C1C	-1.9%	0%
O=C(CSc1nc2ccccc2[nH]1)N/N=C/c1ccccc1[N+](=O)[O-]	1.6%	0%
COc1ccccc1N(C(=O)CNS(=O)(=O)c1ccccc1)C(C(=O)NCc1ccco1)C(C)C (stereo not drawn)	-3.9%	-4%
CC1=C(C(N)=O)C(c2cccnc2)n2nc(SCc3ccccc3Cl)nc2N1 (stereo not drawn)	3.8%	0%
Cc1cccc(NC(=O)NCCc2c[nH]c3ccccc23)c1	-0.4%	nt
CCN1CCC2(CC1)C(C#N)=C(N)Oc1c2sc2nc(C)cc(C)c12	-3.4%	-14%
C=CCN1C(=O)/C(=C2/C=Cc3cc(C)ccc3N2CC)SC1=S	-2.3%	7%
COc1ccc(C(O)C(CC(=O)NCCCOC(C)C)C(=O)NCCCOC(C)C)cc1OC (stereo not drawn)	-2.6%	3%
CCOC(=O)c1c(NC(=O)CCN2C(=O)c3cccc([N+](=O)[O-])c3C2=O)sc2c1CCCC2	0.7%	-1%
Cc1ccccc1-c1nc(Cc2ccccc2Cl)no1	0.1%	-2%
CCCn1c(=C(C#N)C#N)s/c(=C2\C=Cc3ccccc3N2CC)c1=O	1.1%	-12%
O=C(Nc1ccc(Nc2ccccc2)cc1)c1cccc([N+](=O)[O-])c1	-3.3%	0%
Cc1ccc(OCC(=O)Nc2cccc(C#N)c2)c(C)c1	-4.0%	7%
CCCOc1ccccc1C1NC(=O)NC(C)=C1C(=O)OCc1ccccc1 (stereo not drawn)	2.5%	nt
COc1ccc(CNC(=O)Nc2ccc(OC)cc2)cc1	-2.8%	-7%
Cc1cc(Nc2ccc(C(C)C)cc2)n2ncnc2n1	-3.1%	-3%
O=C(COc1ccc(Br)cc1)Nc1ccccc1-c1ccccc1	0.3%	4%
CCOc1ccc2nc(NC(=O)CSC3=NCCS3)sc2c1	-5.5%	-8%
O=C1C2C(C(=O)N1/N=C/C=C/c1ccccc1)C1C=CC2C12CC2 (stereo not drawn)	-4.0%	1%
Cc1nc(NCC2CCCO2)c2oc3ccccc3c2n1 (stereo not drawn)	5.4%	10%
O=C(NCc1ccc(F)cc1)C1CCC(=O)N1CCc1ccccc1 (stereo not drawn)	-0.7%	-6%
CC(C)(C)S(=O)(=O)c1ccccc1C(=O)O	-1.1%	-12%
CC1=C(C(=O)OC2CCCCC2)C(c2cccc(Cl)c2)C2=C(CCCC2=O)N1 (stereo not drawn)	2.0%	0%
O=C(c1ccccc1)c1cc2ccccc2o1	-1.0%	0%
COc1cc(-c2ccc(NC(=O)c3cccnc3)c(OC)c2)ccc1NC(=O)c1cccnc1	3.3%	1%
CCC/C(O)=C1\C(=O)CC(C)(C)CC1=Nc1ccccc1C	-3.9%	-1%
CSCCC(NC(=O)OC(C)(C)C)C(=O)NC(C(=O)NC(CC(C)C)C(N)=O)C(C)C (stereo not drawn)	0.2%	nt
Cc1ccc(/C=C2\SC(=S)N(CC(=O)O)C2=O)o1	-4.6%	3%
O=C(NCCCNc1ccc([N+](=O)[O-])cc1)c1ccc(Cl)cc1	-7.3%	0%
CCOC(=O)C1CCN(C(=O)c2ccccc2[N+](=O)[O-])CC1	3.3%	3%
COc1ccccc1/C=N\N1CCN(c2ccccc2)CC1	-1.3%	2%
CCOc1ccccc1NC(=O)c1ccoc1C	4.5%	nt
COc1ccc(NC(=O)c2cc(-c3ccc(OC)cc3OC)nc3ccccc23)c(OC)c1	-2.0%	6%
Cc1nc(SCC(=O)Nc2ccccc2C(F)(F)F)c2c(=O)n(C)c(=O)n(C)c2n1	-1.1%	-8%
Cc1cc(C)cc(NCc2ccncc2)c1	7.4%	-1%
COc1ccc(/C(C)=N\OCc2nc3c4c5c(sc4ncn3n2)C(C)(C)NC(C)(C)C5)cc1OC	-7.3%	4%
C=CCN=C(NC#N)SCCc1ccccc1	-1.8%	-5%
O=C(NCc1cccnc1)C1c2ccccc2C(=O)N1C1CCCCCC1 (stereo not drawn)	-1.8%	4%
O=C(COc1ccc(Cl)cc1Br)NNC(=O)c1ccc(-c2ccccc2)cc1	2.8%	4%
N/C(=N\c1nc2ccccc2o1)NC(=O)C(Cc1ccccc1)N1C(=O)c2ccccc2C1=O (stereo not drawn)	4.4%	4%
CNCc1ccccc1OCC(=O)Nc1ccccc1OC	3.6%	nt
Cc1cc(Cl)cc(Br)c1OCCCN1C(=O)NC(C)(C)C1=O	-3.4%	nt
CCN(CC)c1ccc(NC(=O)C(C)(C)C)cc1	-3.0%	0%
COc1ccc(CC(=O)n2nc(-c3ccccc3)nc2NCc2ccco2)cc1	-7.6%	-9%
COc1ccc(OC)c(/C=C2\C(=O)N(c3cccc(C(=O)O)c3)N=C2C)c1	3.5%	4%
Cn1c(=O)n(Cc2ccc(Cl)cc2)c2ccccc21	0.7%&3.9%	0%
O=C(Nc1c(C(=O)N2CCCCC2)cnn1-c1ccccc1)c1ccccc1Cl	6.4%	0%
COCC(=O)N(C)c1nnc(-c2cnccn2)s1	2.0%	-15%
CCn1c(CC(=O)Nc2ccc(C)cc2)nnc1SCC(=O)N1CCN(c2ccccc2)CC1	-0.5%	-5%
More records
SMILES	Hsp70 inhibitors	Rat MKP-3 inhibitors
COc1ccc(-c2cc(C(=O)OC(C)C)c3cc(Br)ccc3n2)cc1	5.3%	-2%
NS(=O)(=O)c1ccc(CNC2CC(=O)N(c3cccc(Br)c3)C2=O)cc1 (stereo not drawn)	3.8%	0%
O=C(CN(Cc1ccco1)C(=O)Cn1nnc(-c2ccc(F)cc2)n1)NC1CCCC1	0.2%	-14%
COc1ccc(CCNC(=O)C2CCN(Cc3nc(-c4ccccc4C)oc3C)CC2)cc1OC	0.4%	-1%
CCC(c1nnc(SCc2nc3ccccc3s2)n1Cc1ccccc1)N(C)C (stereo not drawn)	-2.1%	-12%
O=C(Cc1ccccc1)Nc1ccccc1CO	-3.6%	2%
CCOc1cc(NS(C)(=O)=O)c(OCC)cc1NC(=O)c1cccs1	-1.0%	-17%
CN1CCC(C2(O)c3ccccc3CSc3sccc32)CC1 (stereo not drawn)	-3.4%	nt
O=C(Cn1c(CN2CCCCC2)nc2ccccc2c1=O)NCc1ccco1	-0.6%	2%
CCOC(=O)Cc1nnc2c(Nc3ccc(C)cc3)nc3nonc3n12	-1.1%	3%
COc1cc(C2C(C(=O)OCc3ccccc3)=C(C)NC3=C2C(=O)CCC3)cc(Cl)c1O (stereo not drawn)	-7.6%	2%
COc1ccc(NC(=O)CCS(=O)(=O)c2ccccc2)c(OC)c1	2.1%	nt

Another view of 16 compounds above.
Each structure is followed by: Hsp70 inhibitors | Rat MKP-3 inhibitors
CCN(CC)c1ccc(NC(=O)C(C)(C)C)cc1
    -3.0% | 0%
COc1ccc(CC(=O)n2nc(-c3ccccc3)nc2NCc2ccco2)cc1
    -7.6% | -9%
COc1ccc(OC)c(/C=C2\C(=O)N(c3cccc(C(=O)O)c3)N=C2C)c1
    3.5% | 4%
Cn1c(=O)n(Cc2ccc(Cl)cc2)c2ccccc21
    0.7%&3.9% | 0%
O=C(Nc1c(C(=O)N2CCCCC2)cnn1-c1ccccc1)c1ccccc1Cl
    6.4% | 0%
COCC(=O)N(C)c1nnc(-c2cnccn2)s1
    2.0% | -15%
CCn1c(CC(=O)Nc2ccc(C)cc2)nnc1SCC(=O)N1CCN(c2ccccc2)CC1
    -0.5% | -5%
COc1ccc(-c2cc(C(=O)OC(C)C)c3cc(Br)ccc3n2)cc1
    5.3% | -2%
NS(=O)(=O)c1ccc(CNC2CC(=O)N(c3cccc(Br)c3)C2=O)cc1 (stereo not drawn)
    3.8% | 0%
O=C(CN(Cc1ccco1)C(=O)Cn1nnc(-c2ccc(F)cc2)n1)NC1CCCC1
    0.2% | -14%
COc1ccc(CCNC(=O)C2CCN(Cc3nc(-c4ccccc4C)oc3C)CC2)cc1OC
    0.4% | -1%
CCC(c1nnc(SCc2nc3ccccc3s2)n1Cc1ccccc1)N(C)C (stereo not drawn)
    -2.1% | -12%
O=C(Cc1ccccc1)Nc1ccccc1CO
    -3.6% | 2%
CCOc1cc(NS(C)(=O)=O)c(OCC)cc1NC(=O)c1cccs1
    -1.0% | -17%
CN1CCC(C2(O)c3ccccc3CSc3sccc32)CC1 (stereo not drawn)
    -3.4% | nt
O=C(Cn1c(CN2CCCCC2)nc2ccccc2c1=O)NCc1ccco1
    -0.6% | 2%

Further records.
SMILES	Hsp70 inhibitors	Rat MKP-3 inhibitors
CCCCSC(=O)Nc1ccccc1	0.1%	-2%
NC1=NC(=O)/C(=C/c2ccc(OC(=O)c3cccc([N+](=O)[O-])c3)cc2)S1	0.3%	9%
CCCN1C(=O)C2(c3ccccc31)N1CC3(C)CN2CC(C)(C1)C3=O (stereo not drawn)	2.7%	2%
COc1ccc(Cc2nc(-c3ccc(-n4cccc4)cc3)no2)cc1	-5.0%	0%
CS(=O)(=O)N1CCCC(C(=O)NCCCN2CCOCC2)C1 (stereo not drawn)	-4.1%	9%
O=C(c1ccco1)N1CCN(S(=O)(=O)N2CCOCC2)CC1	nt	-10%
O=C(O)c1cc(-c2cccs2)nc2ccccc12	-2.5%	0%
CC(=O)N1CCC2(CC1)C(C#N)=C(N)Oc1c2sc2nc(C)cc(C)c12	-8.9%	-3%
CCn1cc(C(=O)NCc2ccccn2)c(=O)c2cc(S(=O)(=O)N3CCCCC3)ccc21	26%	2%
CCOC(=O)CC(=O)CSc1nc2ccccc2c(=O)n1-c1ccc(C(=O)NCCOC)cc1	5.2%	nt
COC(=O)CNC(=O)COC(=O)C(Cc1ccccc1)NC(=O)c1ccco1 (stereo not drawn)	3.0%	-6%
CC1(C)CC(=O)C(C=NCCCN2CCOCC2)=C(O)C1	-4.1%	-13%
CCN1CCN(C(c2cc3cc4c(cc3[nH]c2=O)OCO4)c2nnnn2C(C)(C)CC)CC1 (stereo not drawn)	-1.1%	-9%
c1ccc(-n2ncc3c2ncn2c(C4CCCCC4)nnc32)cc1	-0.3%	-2%
CCOc1ccc(NC(=O)c2c(NC(=O)COc3ccccc3)sc3c2CCC3)cc1	2.8%	8%
COc1cccc(/C=c2/s/c(=C(\C#N)C(=O)N3CCOCC3)n(-c3ccccc3)c2=O)c1	-1.5%	nt
CC1=NN(c2ccccc2)C(=O)/C1=C\c1c(O)n(-c2ccc(I)cc2)[nH]c1=O	5.7%	4%
Cn1c(NC(=O)c2cccs2)cc(=O)n(C)c1=O	-1.5%	3%
O=C(Nc1ccccc1)OCCNC(=O)c1ccccc1	-5.8%	-7%
CCOC(=O)/C(C#N)=C\C1=C(N2CCCC2)CC(C)(CC)OC1 (stereo not drawn)	-2.8%	nt
c1ccc2cc(CN3CCN(Cc4c[nH]c5ccccc45)CC3)ccc2c1	0.8%	9%
CC(C)OC(=O)c1cc2nc(-c3cccs3)cc(C(F)(F)F)n2n1	0.4%	1%
COc1ccc(C)cc1NC(=O)Cc1ccccc1[N+](=O)[O-]	-0.6%	-4%
COc1ccc(/C=C2/NC(=O)/C(=C/c3ccc(OC)cc3)C2=O)cc1	4.5%	4%
CCC(c1nnnn1Cc1ccco1)N(CCc1ccccc1)Cc1cc2ccc(OC)cc2[nH]c1=O (stereo not drawn)	-6.8%	4%
CCCCCCc1nnc(NC(=O)C(C)(C)C)s1	4.9%	-4%
Cn1c(=O)c2cn3c(c2n(C)c1=O)C(c1ccccc1)CC(c1ccccc1)=N3 (stereo not drawn)	1.9%	0%
COc1cccc(C2/C(=C(\O)c3ccc4c(c3)OCCO4)C(=O)C(=O)N2CCN(C)C)c1 (stereo not drawn)	5.1%	1%
O=C(CCNS(=O)(=O)c1cccc2nsnc12)N1CCc2ccccc21	nt	0%
Cc1cc(=O)oc(C)c1C(=O)NC12CC3CC(CC(C3)C1)C2	3.7%	-8%
CCOC(=O)N1CCN(S(=O)(=O)c2cc(Br)cc3c2N(C(=O)CC)CC3)CC1	0.1%	8%
CC(=O)c1c(C)[nH]c(C(=O)COC(=O)CN(C)S(=O)(=O)c2ccc(Cl)cc2)c1C	9.8%	nt
COc1ccc(CCNC(=O)c2cc(C(C)C)on2)cc1OC	5.9%	-8%
O=C(Nc1ccc(S(=O)(=O)Nc2ncccn2)cc1)c1ccccc1Br	0.0%	1%
CC(C)NC(=O)C12CC3(C)CC(C)(CC(C)(C3)C1)C2	-0.7%	4%

Compound activity from PubChem.

These rows are one share of the data; rates above refer to the full screens.
